High-throughput results (PubChem)
ANO1 block: blocks the mouse calcium-activated chloride channel TMEM16A; Q8BHY3; HEK293 TMEM16A/YFP iodide influx fluorescence, ionomycin; normalized B-score (activity score, 25-100; higher = stronger inhibition) at 10 µM; 310,000 tested, 1.2% active; AID 588511;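 active means ratio plate-corrected score three or more library SD toward inhibition, starting fluorescence score within five deviations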;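 further: score derived from kinetic fluorescence span divided by baseline fluorescence per well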
Target sequence (Q8BHY3 whole entry, looked up): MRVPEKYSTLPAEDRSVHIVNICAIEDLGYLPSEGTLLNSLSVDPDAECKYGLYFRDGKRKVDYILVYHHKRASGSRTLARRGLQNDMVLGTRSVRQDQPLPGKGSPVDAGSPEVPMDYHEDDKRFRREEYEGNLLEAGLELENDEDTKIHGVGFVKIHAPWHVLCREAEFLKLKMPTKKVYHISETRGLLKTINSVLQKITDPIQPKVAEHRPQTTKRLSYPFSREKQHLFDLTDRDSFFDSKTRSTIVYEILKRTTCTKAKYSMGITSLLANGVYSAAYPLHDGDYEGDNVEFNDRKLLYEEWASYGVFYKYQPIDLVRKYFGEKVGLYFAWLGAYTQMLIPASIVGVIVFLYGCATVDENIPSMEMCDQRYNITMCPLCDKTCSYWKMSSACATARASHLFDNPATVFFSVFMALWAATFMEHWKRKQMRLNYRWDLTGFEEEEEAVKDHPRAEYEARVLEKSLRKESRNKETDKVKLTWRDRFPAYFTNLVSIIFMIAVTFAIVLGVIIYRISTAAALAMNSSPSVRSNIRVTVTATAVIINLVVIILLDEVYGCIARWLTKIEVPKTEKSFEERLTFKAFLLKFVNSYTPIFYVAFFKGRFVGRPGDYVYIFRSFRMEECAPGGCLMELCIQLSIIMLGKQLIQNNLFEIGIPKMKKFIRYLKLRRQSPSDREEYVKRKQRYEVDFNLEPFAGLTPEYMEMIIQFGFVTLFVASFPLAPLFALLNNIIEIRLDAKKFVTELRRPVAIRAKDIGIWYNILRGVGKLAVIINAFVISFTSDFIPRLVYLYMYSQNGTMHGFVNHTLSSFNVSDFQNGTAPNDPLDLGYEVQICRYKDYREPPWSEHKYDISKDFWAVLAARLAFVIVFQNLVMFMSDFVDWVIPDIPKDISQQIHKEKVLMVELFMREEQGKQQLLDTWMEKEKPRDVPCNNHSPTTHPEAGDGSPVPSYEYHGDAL
TRPC6 activator: activators of mouse TRPC6 channel; 310,000 tested, 0.13% active; B-score at 10 µM; Q61143; HEK293-TRPC6 membrane potential dye fluorescence; active compounds read high;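 active means B-score of the integrated fluorescence ratio above library mean plus 3 SD, and starting fluorescence ratio within library mean plus 5 SD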;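 further: higher score means more depolarization so channel activation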
TRPC6 inhibitor: blocks the mouse TRPC6 cation channel; Q61143; HEK293-TRPC6, membrane potential dye, ACh-evoked depolarization; active compounds read low; B-score at 10 µM; 310,000 tested, 1.1% active;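 active means B-score under library mean minus 3 SD, initial fluorescence not abnormally high, positive integrated signal ratio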;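 further: B-score derived from integrated fluorescence ratio over the kinetic read; more negative B-score means stronger inhibition of depolarization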
RGS4 act: potentiators or activators of RGS4 | HEK293 M3R/inducible RGS4, carbachol calcium flux Fluo4; active compounds read low | B-score at 10 µM | 310,000 tested, 0.92% active;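 active means B-score of the integrated calcium signal more than 4 SD below the library mean, with starting fluorescence not abnormally high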;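 further: negative B-score means reduced calcium response which marks RGS4 activation or potentiation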
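Material: Inducible-RGS4 HEK293 cells carrying M3 receptor; also added: carbachol at ECmax as muscarinic agonist stimulus; incubation: compound preincubation 20 min at room temperature before agonist; signal: Fluo4-AM (2 µM) calcium-flux fluorescence, kinetic read; measure: integrated calcium ratio converted to B score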
MrgX1 allo act: human MrgX1 positive allosteric modulation, primary screen | MrgX1-HEK293, Fluo-4 calcium flux, FDSS; active compounds read high | B-score at 10 µM | 310,000 tested, 0.63% active | AID 588675;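 active means plate-corrected calcium response at least 3 library SD above typical, normal starting fluorescence, not activating the receptor alone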;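 further: compound read alongside a low EC10 to EC30 dose of BAM8-22 agonist; peak minus trough fluorescence over baseline measured at the second addition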
HDAC3 inh: inhibitors of human histone deacetylase 3; O15379; recombinant HDAC3, fluorogenic peptide/trypsin coupled, fluorescence; inhibition, % at 8.3 µM; 320,000 tested, 0.15% active; in the data active means inhibition above about 26%, passing the limit was not always enough; inconclusive means no clear call, values can overlap the other calls
MrgX1 antagonist: human MrgX1 receptor antagonism, primary screen; Q96LB2; MRGX1-HEK293 calcium flux, Fluo-4, BAM8-22 antagonism; active compounds read low; B-score at 10 µM; 310,000 tested, 1.3% active; AID 588676;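 active means calcium-response B-score plate-corrected more than 3 library SD below zero, starting fluorescence within 5 deviations, no agonist response on first addition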;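 further: peak minus trough fluorescence over baseline after final BAM8-22 challenge near maximal dose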
MrgX1 agonist: human MrgX1 receptor agonism, primary screen | Q96LB2 | B-score at 10 µM | MrgX1-HEK293 cells, Fluo-4 calcium fluorescence, agonist mode; active compounds read high | 310,000 tested, 0.44% active;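 active means calcium response B-score plate-corrected fluorescence ratio at least 3 library SD, with starting fluorescence B-score inside 5 SD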
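Assay system: MrgX1-expressing HEK293 cells / Amount: fifteen thousand cells per well / Doses: test compound in the initial addition of three / Timing: cells plated overnight, dye loaded 0.5 h 37 °C, 0.5 h room temperature / Technique: kinetic calcium dye fluorescence, Fluo-4 NW / Control set: positive and negative controls per plate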
TMEM16A act: activators or potentiators of mouse TMEM16A chloride channel; 340,000 tested, 0.3% active; B-score at 10 µM; Q8BHY3; HEK293 TMEM16A/YFP-H148Q/I152L, iodide quench fluorescence; active compounds read low;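 active means fluorescence-ratio B-score plate-corrected deviation score at least 3 library SD below zero, with starting fluorescence score within 5 deviations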;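 further: channel opened by trigger with iodide after compound preincubation; score built on the fluorescence ratio of max minus min over baseline; more negative score means more quench and so TMEM16A activation or potentiation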
RGS4 inh: human RGS4 inhibition. HEK293 M3R/RGS4 inducible, Fluo-4 calcium flux; active compounds read high; triggered by carbachol at its EC20. P49798. B-score at 10 µM. 310,000 tested, 0.45% active. AID 463165;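 active means B-score, a plate-corrected calcium signal, over three deviations above library mean, with baseline fluorescence within five deviations of library mean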;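 further: RGS4 expression induced by doxycycline in cells with stable M3 receptor; B-score is computed from the integrated fluorescence ratio over baseline after carbachol; higher B-score means a larger calcium signal and so more RGS4 inhibition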
Target sequence (P49798 whole entry, looked up): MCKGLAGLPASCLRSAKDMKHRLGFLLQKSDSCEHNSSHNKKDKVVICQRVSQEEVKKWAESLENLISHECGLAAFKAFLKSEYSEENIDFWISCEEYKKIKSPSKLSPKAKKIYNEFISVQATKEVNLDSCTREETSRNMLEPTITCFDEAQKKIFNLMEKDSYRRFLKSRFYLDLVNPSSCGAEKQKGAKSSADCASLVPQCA
SKKanGAS inh: SKKanGAS growth inhibition; S. pyogenes SKKanGAS, kanamycin growth, BacTiter-Glo, 6 h; inhibition, % at 7.5 µM; 300,000 tested, 1.3% active;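 active means mean replicate score, as percent of positive control median, at least 50; inconclusive means mean below 50 but one replicate at or above 50; inactive means mean and every replicate below 50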;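 further: strain carries kanamycin resistance gene driven by streptokinase promoter and grows in 40 µg/ml kanamycin; loss of luminescence reflects streptokinase promoter inhibition or plain growth inhibition; 0% = median of DMSO wells and 100% = positive control at its reference dose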
* hit, by the source's call; i = inactive; ? = inconclusive; nt = no result given.

SMILES	ANO1 block	TRPC6 activator	TRPC6 inhibitor	RGS4 act	MrgX1 allo act	HDAC3 inh	MrgX1 antagonist	MrgX1 agonist	TMEM16A act	RGS4 inh	SKKanGAS inh
CCOc1ccc2nc(SCC(=O)N(CCOC)c3c(N)n(Cc4ccccc4)c(=O)[nH]c3=O)[nH]c2c1	i	i	i	i	i	-9.3	i	i	i	i	1.5
COc1ccc(C(=O)Nc2cc(-c3ccccc3)nn2-c2ccccc2F)cc1	i	nt	nt	nt	i	4.7	i	i	i	nt	nt
COc1ccc(-n2c(O)c(/C=N/NS(=O)(=O)c3ccc(C)c([N+](=O)[O-])c3)c3ccccc3c2=O)cc1OC	i	i	i	i	i	4.8	i	i	i	i	17.9
COc1cc(NC(=O)c2cc(-c3cccnc3)nc3ccc(C)cc23)c(OC)cc1Cl	i	i	i	i	i	4.3	i	i	nt	i	-2.3
O=C(NCCN1CCCCC1)c1ccc2c(c1)OCCO2	i	i	i	i	i	-2.0	i	i	i	i	1.3
CC[C@@]12C(=O)N(c3cccc(Br)c3)C(=O)N1[C@H](c1ccc(Br)cc1)[C@@H]1C(=O)N(C(C)(C)C)C(=O)[C@@H]12	i	i	i	i	i	-2.3	i	i	i	i	7.7
COc1ccc(C(=O)NNS(=O)(=O)c2ccccc2)cc1OC	i	i	i	i	i	-1.3	i	i	i	i	0.3
CCO[C@H]1OC(C(=O)N2CCN(Cc3ccc4c(c3)OCO4)CC2)=C[C@@H](C)[C@@H]1CCCO	i	i	i	i	i	-11.4	i	i	i	i	-0.7
COc1cccc(CNC(=O)CN2C(=O)CSc3ccc(S(=O)(=O)N4CCCCC4)cc32)c1	i	i	i	i	i	1.7	i	i	i	i	-7.9
COc1cccc(/C=C2\SC(=N)N(c3ccc(F)cc3)C2=O)c1	i	i	i	i	i	2.1	i	i	i	i	4.7
COc1ccc2c(C)cc(SCC(=O)Nc3c(C)n(C)n(-c4ccccc4)c3=O)nc2c1	i	i	i	i	i	-7.0	i	i	i	i	-4.1
CCOC(=O)C1CCN(C(=O)CCCNC(=O)Cn2cnc3sc(C)c(C)c3c2=O)CC1	i	i	i	i	i	14.4	i	i	i	i	0.6
COc1ccc(CC(C(=O)Nc2cccc(F)c2)c2nn[nH]n2)c(OC)c1 (stereo unspecified)	i	i	i	i	i	-3.8	i	i	i	i	-8.9
O=C(CCc1nnc2ccc(NCc3ccco3)nn12)Nc1ccccc1F	i	i	i	i	i	3.4	i	i	i	i	-5.9
Cc1nc(Cl)sc1C(=O)Nc1ccc(C(F)(F)F)cc1	i	i	i	i	i	8.5	i	i	i	i	0.4
CCOc1cc(/C=N\NC(=O)c2ccc(NC(=O)CC)cc2)ccc1OC(=O)c1ccccc1	i	i	i	i	i	-15.3	i	i	i	i	3.8
Cc1cccc(NC(=O)c2ccc3[nH]c(=O)c(=O)[nH]c3c2)n1	i	i	i	i	i	10.9	i	i	i	i	0.8
CCCCCCSc1nsc(N)n1	i	i	i	i	i	2.7	i	i	i	i	5.7
COc1ccc(CN(CC(=O)NCc2ccco2)C(=O)CCC(=O)Nc2nccs2)cc1	i	i	i	i	i	4.6	i	i	i	i	5.2
Oc1cccc(/C=N/Nc2ccc(Cl)nn2)c1O	i	i	i	i	i	-2.1	i	i	i	i	-9.3
O=C(c1ccc(Cl)nc1)N1CCN(S(=O)(=O)c2ccccc2)CC1	i	i	i	i	i	0.6	i	i	i	i	-8.3
O=C(NCCCN1CCCC1=O)c1cc(-c2cccnc2)nc2ccc(Cl)cc12	i	i	i	i	i	3.5	i	i	i	i	4.5
Cc1cc(NC(=O)c2ccc(C)s2)n(-c2ccccc2)n1	i	i	i	i	i	-3.7	i	i	i	i	-0.3
CCSc1ccccc1C(=O)Nc1nncs1	i	i	i	i	i	-2.3	i	i	i	i	-2.2
COc1ccc(/C=C(\NC(=O)c2ccc(OC)cc2)C(=O)Nc2ccc(C(=O)O)cc2)cc1	i	i	i	i	i	5.3	i	i	i	i	0.8
CN1CCN(C(=O)c2ccccc2-c2ccccc2C(=O)O)CC1	i	i	i	i	i	-7.3	i	i	i	i	-7.0
S=C(NCc1ccco1)Nc1cc(Cl)c(Cl)cc1Cl	i	i	i	i	i	-2.5	i	i	i	i	6.6
C=CCSc1nnc(COc2ccc(=O)n(-c3ccccc3)n2)n1CC	i	i	i	i	i	-8.1	i	i	i	i	3.0
CCN(CC(=O)NC(C)(C)C)C(=O)c1ccc(Br)cc1	i	i	i	i	i	0.5	i	i	i	i	nt
COc1cc([N+](=O)[O-])ccc1N=Nc1c(N)[nH]n(-c2ccccc2)c1=O	i	i	i	i	i	7.9	i	i	i	i	11.0
O=C(CN(C(=O)Cn1nnc(-c2cccs2)n1)c1ccc2c(c1)OCCO2)NC1CCCCC1	i	i	i	i	i	-0.7	i	i	i	i	3.2
O=S(=O)(c1ccc(S(=O)(=O)N2CCOCC2)cc1)N1CCCC1	i	i	i	i	i	-1.2	i	i	i	i	-3.5
COC(=O)c1sccc1NC(=S)Nc1ccc(OC)cc1	i	i	i	i	i	-5.2	i	i	i	i	5.3
COc1cccc(-c2nc(C(=O)NCC3CCCO3)cc3c2[nH]c2ccccc23)c1 (stereo unspecified)	i	i	i	-7.19*	i	-6.0	i	i	i	i	35.4
CCOC(=O)c1sc(NC(=O)Cn2nnc3sc4c(c3c2=O)CCCC4)nc1C	i	i	i	i	i	-4.9	i	i	i	i	16.6
CCOC(=O)N/N=C(\C)c1ccc(C)o1	i	i	i	i	i	-0.2	i	i	i	i	2.6
O=C(c1ccccc1Sc1ccccc1[N+](=O)[O-])N1CCCCC1	i	i	i	i	i	6.9	i	i	i	i	1.5
C/C(=N\O)C(=O)NCCCn1ccnc1	i	i	i	i	i	4.9	i	i	i	i	-7.3
O=C1C2CCCN2C(c2ccco2)N1c1ccc(F)cc1 (stereo unspecified)	i	i	i	i	i	6.8	i	i	i	i	-17.1
CCOc1ccccc1-n1c(SCC(=O)Nc2ccccc2C(=O)O)nc2ccccc2c1=O	i	i	i	i	i	1.5	i	i	i	i	13.4
O=C(NCc1ccc2c(c1)OCO2)c1ccc(CN2CCOCC2)cc1	i	i	i	i	i	2.1	i	i	i	i	-0.9
Cc1ccc(-n2nc3c(c2NC(=O)C(C)C)CS(=O)(=O)C3)c(C)c1	i	i	i	i	i	1.8	i	i	nt	i	1.3
COCCNC(=O)c1cccc(NC(=O)C2=C(C)OCCS2)c1	i	i	i	i	i	2.8	i	i	i	i	-3.1
Cc1cc(/C=N/NC(N)=S)c(C)n1-c1ccc(Br)cc1	i	i	i	i	i	-3.6	i	i	i	i	7.8
COCCN(C(=S)Nc1ccccc1OC)C(C)c1cccs1 (stereo unspecified)	i	i	i	i	i	-0.1	i	i	i	i	-4.7
COc1cc(OC)c(NC(=O)CC(C)=O)cc1Cl	i	i	i	i	i	-7.1	i	i	i	i	-1.0
COc1ccc(OC)c(-n2c(=S)[nH]c3cc(C(=O)N4CCCCC4)ccc3c2=O)c1	i	i	i	i	i	5.1	i	i	i	i	-1.3
O=C(CCCN1C(=O)c2cccc3cccc(c23)C1=O)NCCN1CCOCC1	i	i	i	i	i	-3.6	i	i	i	i	2.3
CC1(C)CC(NC(=O)c2cccc([N+](=O)[O-])c2)CC(C)(C)N1	i	i	i	i	i	-4.9	i	i	i	i	-2.7
Cc1ccc(CCNC(=O)CS(=O)Cc2nc(-c3cccs3)oc2C)cc1 (stereo unspecified)	i	i	i	i	i	2.5	i	i	i	i	1.8
COCCNC(=O)CN(Cc1ccccc1)C(=O)CCC(=O)Nc1nccs1	i	i	i	i	i	0.0	i	i	i	i	-1.5
Cc1ccccc1C(=O)NNC(=O)CN1C(=O)c2ccccc2C1=O	i	i	i	i	i	-4.6	i	i	i	i	-1.7
CC(C)(C)c1ccc(C(=O)OCC(=O)Nc2sc3c(c2C#N)CCC3)cc1	i	i	i	i	i	nt	i	i	i	i	-0.8
COc1nc(OC)nc(N(C)CCO)n1	i	i	i	i	i	-10.2	i	i	i	i	1.2
CN(C)CC1CCCCC1OC(=O)c1ccc(S(=O)(=O)N(C)c2ccccc2)cc1 (stereo unspecified)	i	i	i	i	i	0.1	i	i	i	i	1.0
CCOc1ccc2c(c1)C(N(CCN1CCOCC1)C(=O)Nc1ccccc1)CC(C)(C)O2 (stereo unspecified)	i	i	i	i	i	nt	i	i	i	i	-3.1
Cc1nc2ccc(NC(=O)C3CCN(S(=O)(=O)c4cccs4)CC3)cc2s1	i	i	i	i	i	2.7	i	i	i	i	-2.1
O=C(COc1ccc(Cl)cc1Cl)Nc1ccccn1	i	nt	nt	nt	i	0.3	i	i	i	nt	nt
COc1ccc(CCNC(=O)c2cnc(Cl)c(Cl)c2)cc1	i	i	i	i	i	nt	i	i	i	i	6.1
C=CCn1c(C)cc(C(=O)CN2C(=O)NC3(CCCc4ccccc43)C2=O)c1C (stereo unspecified)	i	i	i	i	i	2.4	i	i	i	i	0.6

(continued)
SMILES	ANO1 block	TRPC6 activator	TRPC6 inhibitor	RGS4 act	MrgX1 allo act	HDAC3 inh	MrgX1 antagonist	MrgX1 agonist	TMEM16A act	RGS4 inh	SKKanGAS inh
CCOc1ccc(C(=O)NCC(=O)NC(C)c2ccc(-n3ccnc3)cc2)cc1OCC (stereo unspecified)	i	i	i	i	i	-0.7	i	i	i	i	2.1
NC(=O)c1sc2nc3c(c(-c4cccnc4)c2c1N)CCC3	i	i	i	i	i	2.4	i	i	i	i	-1.4
Cc1cc(C)c(S(=O)(=O)c2ccccc2Cl)c(=O)[nH]1	i	i	i	i	i	0.2	i	i	i	i	-3.3
Cc1cc2nc(SCCOC(=O)Nc3ccc(Cl)cc3)nc(C)c2cc1C	i	i	i	i	i	?	i	i	i	i	20.3
O=C(CCNC(=O)N1CC(=O)Nc2ccccc21)Nc1ccc(Br)cc1F	i	i	i	i	i	1.1	i	i	i	i	-6.0
Cc1nc2c(C(=O)NCc3ccco3)cnn2c(C)c1Cc1ccc(F)cc1Cl	i	i	i	i	i	-7.3	i	i	i	i	6.7
C[C@H](NC(=O)c1[nH]cnc1C(=O)Nc1ccccc1)C(=O)OC(C)(C)C	i	i	i	i	i	12.9	i	i	i	i	15.5
CCOC(=O)c1c(NC(=O)CN2CCN(C(=O)C3CCCO3)CC2)sc(C)c1C (stereo unspecified)	i	i	i	i	i	0.9	i	i	i	i	12.0
CCN(CC)S(=O)(=O)c1ccc(N/N=C/c2cc(OC)c(OC)cc2OC)nc1	i	i	i	i	i	-1.5	i	i	i	i	-0.5
